# Assay outcomes as filed in PubChem.
# HSF-1 act: increases HSF-1 driven luciferase reporter signal; NIH3T3-HGL HSF-1 luciferase reporter, MG132, 8 h; 100% = twice DMSO control signal; activation, % at 9 µM; actives 1.7% (n = 300,000); AID 504408;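 active = mean replicate activation of at least 50% with a set share of replicates each reaching 50%; inconclusive = only one of those two conditions met; inactive = mean below 50% and too few replicates reaching it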;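 also: 0% = median of the neutral control wells and 100% = twice that signal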
# HSP90 refold inh: HSP90 refolding inhibition in rabbit reticulocyte lysate. luciferase refolding luminescence, 3 h. inhibition, % at 5.6 µM. actives 0.91% (n = 290,000);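 active = inhibition above the screen-wide mean plus 3 SD, computed separately per campaign, cut at about 16% in these data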;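 also: 0% = DMSO wells and 100% = 60 µM geldanamycin wells; inhibitors lower the luminescence because luciferase stays unfolded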
# HIF activator: HIF pathway transcriptional activation. actives 0.32% (n = 300,000). activation, % at 7.5 µM (by protocol). U2OS HRE-luciferase reporter, luminescence; normalized: DMSO 0%, desferrioxamine 100%;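 active = mean activation of at least 10% of the iron chelator positive control signal, with at least half of replicates also reaching 10%; inconclusive = mean and replicate majority disagree about reaching 10%; inactive = mean and most replicates under 10%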
# GSK3beta inhib: blocks human GSK3beta kinase activity. P49841. GST-GSK3beta kinase, ADP-Glo luminescence, 60 min; hits give low values. activity score (negative = inhibition), % at 10 µM. actives 0.038% (n = 300,000);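 active = more than half of replicate wells score below -50%, meaning over 50% inhibition versus plate controls; inconclusive = some replicates but at most half score below -50%; inactive = no replicate scores below -50%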;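 also: 0% = median DMSO wells and -100% = median GW8510 positive control wells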
# Target sequence (P49841 whole entry, looked up): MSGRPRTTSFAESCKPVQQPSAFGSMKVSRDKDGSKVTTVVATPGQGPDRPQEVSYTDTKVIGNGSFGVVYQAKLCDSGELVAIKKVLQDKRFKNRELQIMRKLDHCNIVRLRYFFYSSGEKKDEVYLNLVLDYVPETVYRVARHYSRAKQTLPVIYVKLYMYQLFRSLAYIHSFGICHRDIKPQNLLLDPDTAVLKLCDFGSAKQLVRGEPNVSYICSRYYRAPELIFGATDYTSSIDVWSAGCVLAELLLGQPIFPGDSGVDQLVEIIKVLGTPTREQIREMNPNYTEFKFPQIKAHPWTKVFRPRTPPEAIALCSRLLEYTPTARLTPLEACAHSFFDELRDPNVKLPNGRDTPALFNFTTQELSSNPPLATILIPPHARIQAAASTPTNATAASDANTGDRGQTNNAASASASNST
#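 Test system – GST-tagged human GSK3beta kinase, cell-free · Incubation – 60 min enzyme reaction, room temperature · Signal – ADP-Glo luminescence · Also added – peptide substrate and ATP at 25 µM · Controls – DMSO neutral wells and GW8510 at 20 µM as positive · Buffer or medium – Tris/MgCl2 kinase buffer · Measure – Luminescence-derived activity versus plate DMSO and GW8510 wells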
# AI-2 QS mod: modulates the Vibrio harveyi AI-2 quorum sensing system; Vibrio harveyi JMH597 AI-2 luminescence/OD600 ratio, 9 h; hits give low values; strain lacks LuxN and CqsS sensors; 0 = neutral-control median; activity change, % at 7.5 µM; actives 0.4% (n = 300,000); in the data active = activity change below about -75%, passing the limit was not always enough; inconclusive = no clear call, values can overlap the other calls;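 also: luminescence divided by OD600 gain over 9 h not by final OD600 alone; inactives centre near 13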
# GSK3A inh: blocks human GSK-3 alpha kinase. inhibition, % at 10 µM. AID 2650. P49840. actives 0.1% (n = 320,000). ADP-Glo luminescence, 60 min;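 in the data active = inhibition above about 50%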;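 also: GST-tagged GSK-3 alpha with peptide substrate and 25 µM ATP; 0% = DMSO neutral wells and 100% = GW8510 positive control wells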
# Target sequence (P49840 whole entry, looked up): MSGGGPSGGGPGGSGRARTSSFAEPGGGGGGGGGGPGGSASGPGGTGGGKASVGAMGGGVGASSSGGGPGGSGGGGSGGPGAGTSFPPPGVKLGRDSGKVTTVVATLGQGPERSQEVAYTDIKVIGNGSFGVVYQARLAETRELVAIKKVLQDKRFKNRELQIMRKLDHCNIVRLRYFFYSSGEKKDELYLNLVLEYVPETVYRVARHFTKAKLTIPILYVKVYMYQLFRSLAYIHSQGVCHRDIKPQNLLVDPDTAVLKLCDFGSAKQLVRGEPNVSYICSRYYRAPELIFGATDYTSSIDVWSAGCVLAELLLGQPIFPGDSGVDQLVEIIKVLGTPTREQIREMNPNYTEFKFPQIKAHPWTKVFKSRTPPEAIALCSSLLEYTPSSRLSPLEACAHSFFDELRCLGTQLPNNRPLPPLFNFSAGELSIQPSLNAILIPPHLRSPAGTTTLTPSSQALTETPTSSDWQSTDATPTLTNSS
# IEC-6 cytotox: kills IEC-6 intestinal cells in KLF5 counter-screen; actives 0.78% (n = 290,000); AID 1825; inhibition, % at 5 µM; IEC-6 cytotoxicity, luminescence viability; in the data active = inhibition above about 22%;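 also: 0% = plate median of test compound wells and 100% = cytotoxic reference compound wells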
# HSF1 inh: HSF1 inhibition. NIH3T3-HGL HSE-luciferase, MG132-induced, luminescence 8 h; hits give low values. activity change, negative = inhibition, % at 7.5 µM (by protocol). actives 0.77% (n = 300,000);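 active = more than half of replicate wells show activity change below -50%, luminescence cut by over half; inconclusive = some wells, but at most half, below -50%; inactive = no replicate well below -50%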;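 also: luciferase reports HSF-1 transcriptional activity via heat shock element; 0% = median of DMSO wells and -100% = zero luminescence signal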
# aSyn 5UTR inh: MLPCN primary screen, SNCA 5' untranslated region | alpha-synuclein 5'UTR reporter, inhibitor activity | inhibition, % (tested at 7.5 µM) | actives 0.82% (n = 300,000) | AID 1813; in the data active = inhibition above about 60%; inconclusive = no clear call, values can overlap the other calls;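 also: H4 neuroglioblastoma cells stably carrying SNCA 5'UTR luciferase fusion; 0% = DMSO wells and 100% = positive control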
# KLF5 inhibitor: inhibitors of KLF5 expression; AID 1700; actives 0.23% (n = 290,000); DLD-1 KLF5 promoter-luciferase reporter, luminescence; inhibition, % at 5 µM;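 active = inhibition above a per-plate limit of that plate's mean compound inhibition plus 3 SD, cut at about 60% in these data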;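 also: 0% = DMSO wells and 100% = LY294002 at 200 µM; higher means less KLF5 promoter-driven luciferase light; inactives centre near -14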
# An asterisk follows results filed as active; ? = inconclusive; . = no result given.
mol	HSP90 refold inh	AI-2 QS mod	HSF-1 act	IEC-6 cytotox	aSyn 5UTR inh	HSF1 inh	GSK3A inh	KLF5 inhibitor	HIF activator	GSK3beta inhib
CCCCC(Br)C(=O)Nc1ccc(S(=O)(=O)Nc2cc(C)nc(C)n2)cc1 (stereo unspecified)	1	-86*	-4	-1	9	6	1	-12	0.1	5
CCC(C)NC(=O)C1CCC(=O)N(c2cc(OC)c(OC)c(OC)c2)C1c1ccc(OC)cc1 (stereo unspecified)	1	2	0	1	-15	-2	-2	5	-0.9	1
CC(C)OC(=O)CCCNc1ccc([N+](=O)[O-])cc1[N+](=O)[O-]	0	16	22	-3	19	8	1	-12	-0.5	5
Cc1cc(/C=N/NC(=O)c2cccnc2)c(C)n1CC(C)C	-2	19	5	1	-116	7	3	-25	1.6	6
COc1ccccc1OCC(=O)NCCS(=O)(=O)N1CCN(c2ccccc2)CC1	.	19	1	.	18	-4	-3	.	0.2	2
O=C(c1cc(-c2ccccn2)nc2c(Cl)cccc12)N1CCN(S(=O)(=O)c2ccccc2)CC1	-1	10	-12	-2	-28	-8	-3	-52	-0.4	-5
Cc1ccnc(N(C(=O)c2cccs2)C(=O)c2cccs2)c1	6	15	26	-1	-157	14	-2	-69	2.6	-14
CCOC(=O)c1cc(-c2nnc(SCC(=O)Nc3ccc(F)cc3)o2)c(C)nc1C	-1	16	26	0	4	6	1	26	0.5	0
C=C(C)CCC(C)N1CCC(n2nccc2NC(=O)CCOc2ccccc2)CC1 (stereo unspecified)	2	33	4	-7	2	-4	-2	-29	0.3	2
CC(=O)Nc1ccc(S(=O)(=O)N(C)Cc2cnn(C)c2)cc1	4	0	-12	8	-10	-9	-3	-32	-0.1	-3
O=C(CN1CCSCC1)N/N=C/c1ccc(Cl)cc1	0	14	1	4	-1	1	12	-1	0.2	5
O=C(COc1ccc(Cl)cc1)NNC(=O)C(=O)NC1CCCCC1	0	22	12	-2	1	-2	-1	-51	-0.7	0
COc1ccccc1CNS(=O)(=O)c1ccc(Cl)s1	0	4	14	10	-7	-2	-1	-4	-0.1	4
COC(=O)COc1ccc(/C=C2/NC(=O)N(CC(=O)OC)C2=O)cc1	1	29	-2	6	-1	0	-2	5	-0.3	-2
O=C(NCCCNC(=O)c1ccccc1)c1ccccc1	.	12	6	.	19	-1	-2	.	0.2	0
COc1ccc(N2CCC(CNC(=S)Nc3c(C)cc(C)cc3C)C2)cc1 (stereo unspecified)	1	8	-2	6	-3	-2	-3	-16	-0.5	2
CCC(CC)C(=O)c1c[nH]c(C(=O)NC2CCCCCC2)c1	2	-1	-12	13	18	0	-1	-11	-0.9	5
CC(Cc1cccnc1)NC(=O)c1cc(COc2c(F)cccc2F)on1 (stereo unspecified)	-4	?	-1	3	-16	5	-5	4	-0.2	2
C=CCn1c(SCCC(=O)O)nc2c1c(=O)n(C)c(=O)n2C	0	6	7	4	10	-7	-5	-17	-0.1	3
COC(=O)c1ccc(/C=N/Nc2nc(N3CCCCC3)nc(N3CCCCC3)n2)cc1	1	20	4	-5	-6	1	-1	-18	-0.3	0
CCCOC(=O)Nc1nnc(CCC)s1	-1	30	-11	-2	-12	4	-5	-7	1.2	-3
COc1ccc(CN2C(=O)c3ccccc3C2=O)cc1C(=O)Nc1ccccc1N1CCOCC1	-2	12	0	-8	23	7	-2	-11	-1.0	-4
Cc1ccc(-c2csc(NC(=O)c3ccc(-c4ccccc4)cc3)n2)o1	37*	25	-27	4	-122	-25	-2	-46	1.4	1
COc1cccc(-n2c(SCC(=O)Nc3cc(C)on3)nc3c([nH]c4ccccc43)c2=O)c1	2	26	-1	10	7	-2	0	19	-0.1	0
CCc1ccc(S(=O)(=O)/N=C2/C=C(Sc3ncn[nH]3)C(=O)c3ccccc32)cc1	88*	.	.	1	.	.	0	-5	.	.
COC(=O)C(NS(=O)(=O)c1ccc(N2CCCC2=O)cc1)c1ccccc1 (stereo unspecified)	-5	25	-7	-4	-7	2	1	-28	-0.4	1
Nc1nc2c(c3c1c(=O)oc1ccccc13)CCCCC2	4	29	-10	4	7	-1	6	8	-0.4	0
CCC(C)C(NS(=O)(=O)c1ccc(C)cc1)C(=O)NCCCN1CCOCC1 (stereo unspecified)	-7	8	25	-9	5	0	-1	0	0.1	2
CC(OC(=O)c1ccc(Cl)nc1)C(=O)Nc1ccc(S(=O)(=O)N2CCCC2)cc1 (stereo unspecified)	.	21	13	.	4	-1	2	.	2.3	4
N#CCCN/N=C(/Cc1nc2ccccc2[nH]1)c1ccc(Cl)cc1	-1	9	5	8	-67	15	0	-33	0.7	-2
CCOc1ncccc1C(=O)OCC(=O)c1ccc(Cl)s1	1	4	8	-3	2	7	-6	-14	0.2	0
C[C@@H](NC(=O)[C@@H]1Cc2ccccc2CN1)C(=O)NC1CCCCC1	-2	15	15	1	-5	1	-3	-1	0.1	4
CN(C)CC#CCC(O)(c1ccccc1)c1ccccc1	-3	18	-1	2	-5	0	-2	10	0.0	0
Cc1ncc(CN2CCCC(C(=O)Nc3ccc(-n4ccnc4C)cc3)C2)cn1 (stereo unspecified)	-2	10	-5	5	9	-2	-1	-18	0.6	-3
CSc1nc(N)nc(SCC(=O)c2ccccc2)c1C#N	-2	11	5	14	-76	1	-6	-48	2.2	-1
CC(C)NC(=O)c1cc2c(s1)CCCC2	1	18	5	1	-54	0	-1	-40	0.9	2
COc1ccc(OCC(=O)Nc2ccc(NC(=O)c3ccccc3Cl)c(OC)c2)cc1	6	20	-7	3	-22	-1	-3	-11	-0.1	1
CCOC(=O)C(=CNc1cc(C)ccc1C)C(=O)OCC	-1	-2	-8	4	6	-14	-2	-2	0.7	2
COc1cccc(-c2csc3nnc(SCC(=O)c4ccc(NC(C)=O)cc4)n23)c1	0	16	.	2	.	.	-2	-8	.	3
COc1ccc(NC(=O)c2cnc3n(c2=O)CCS3)cc1OC	2	5	-5	13	-59	-11	10	-16	0.1	3
CC(=O)c1c(C)nc2ccc(Cl)cn12	3	14	-3	-3	12	-2	-2	-8	-0.7	3
O=C(OCc1ccc(F)cc1)c1cccnc1Cl	3	.	22	-5	-8	-1	-3	-12	0.3	.
CC(C)c1ccc(NC(=O)c2cc(Br)ccc2Br)cc1	-3	28	8	4	-43	15	6	2	-0.1	1
C=CCn1nnnc1SCC(=O)Nc1ccc(C(=O)OC)cc1	2	12	5	3	-16	-3	-1	-18	-0.6	-7
CCn1c(COc2cccc(OC)c2)nnc1SCC(=O)N1CCOCC1	-2	8	-4	-5	15	-6	-1	-27	0.0	2
COC(=O)c1ccc(CN2C(=O)NC(c3ccccc3)(c3ccccc3)C2=O)o1	2	41	11	4	23	0	0	-14	-0.2	-1
COc1cc(/C=N/Nc2ccc(Cl)cc2)ccc1OC(=O)c1cccs1	0	.	.	-4	.	.	0	-34	.	.
O=C(NNC(=S)Nc1ccc(F)cc1)C1[C@H]2CCCC[C@@H]12 (stereo partly specified)	-3	-14	14	2	-13	10	2	-43	2.1	0
CC(C)C(=O)NC(=S)Nc1ccc(S(=O)(=O)Nc2ccccc2)cc1	-2	14	9	3	4	-3	1	-49	-0.2	-3
Cc1cc(OC(=O)c2ccc3ccccc3c2)c([N+](=O)[O-])c(=O)[nH]1	-1	30	-20	-1	3	-3	-6	-8	-0.3	1
COc1cccc(C(=O)NC2CC3CCCC(C2)N3S(=O)(=O)c2ccccc2)c1 (stereo unspecified)	2	2	18	-2	29	-2	-2	-13	0.0	-3
Cc1cc(C(=O)NCC(=O)Nc2c(C)cccc2C)c(C)o1	2	0	4	6	10	-3	1	-33	0.1	-19
O=C(NCCN1CCN(c2ccccc2F)CC1)C1c2ccccc2C(=O)N2CCc3ccccc3C12 (stereo unspecified)	1	24	8	8	21	6	-2	-5	-2.3	-2
O=C(N/N=C/c1cccs1)c1[nH]ncc1Br	1	25	33	3	-95	15	7	-85	1.5	-5
O=C(Cc1cccs1)Nc1ccc(Cl)cc1	0	6	-4	5	-55	2	3	1	-2.1	1
Cc1cc(C(=O)COC(=O)CN(C)S(=O)(=O)c2ccc(Cl)cc2)c(C)n1Cc1cccs1	6	10	-2	3	18	4	-1	-8	0.4	2
Cc1nn(C)c(C)c1NS(=O)(=O)c1ccc(Cl)cc1	.	9	3	.	5	-4	-2	.	-0.4	-1
Cc1c(Cl)cccc1NC(=O)NCc1ccccn1	0	24	8	-2	0	0	-4	-28	0.4	-2
CC1CC(C)CN(S(=O)(=O)N2CCC(C(=O)NCc3ccco3)CC2)C1 (stereo unspecified)	-2	10	-12	4	18	6	0	-6	-0.9	3
Cc1ccc(-n2c3c(c(=O)[nH]c2=S)C(C(F)(F)F)(C(F)(F)F)NC(=O)N3)cc1	2	-2	-14	0	-2	-8	-5	-2	0.1	3

# Following part.
mol	HSP90 refold inh	AI-2 QS mod	HSF-1 act	IEC-6 cytotox	aSyn 5UTR inh	HSF1 inh	GSK3A inh	KLF5 inhibitor	HIF activator	GSK3beta inhib
CC1CCN(CCCNC(=O)CN2C(=O)CSc3ccc(S(=O)(=O)N4CCCCC4)cc32)CC1	-2	8	-10	-6	-22	-8	0	-11	-0.2	1
O=C(Nc1nnc(C2CC2)s1)c1cccc(S(=O)(=O)N2CC(c3ccccc3)CC2=O)c1 (stereo unspecified)	-2	26	32	-2	14	3	.	-12	-0.3	2
CC(C)CCNc1ncnc2c1nnn2Cc1ccccc1Cl	-2	11	5	-3	17	-4	-1	-21	-0.2	-3
O=C(Cc1cccs1)NCc1cccnc1	-6	1	-8	0	5	-1	0	-35	-0.9	1
Cc1ccc(-n2c3c(c(=O)[nH]c2=O)C(NS(=O)(=O)c2ccc(C)cc2)(C(F)(F)F)C(=O)N3)cc1 (stereo unspecified)	-4	25	-52	2	1	-42	.	-16	-0.1	-2
O=C(c1ccc(Cl)cc1)N1CCN(c2ccnc3cc(Cl)ccc23)CC1	2	-10	4	8	11	-4	.	-34	-1.5	0
COC(=O)CSC1=C(C#N)C(c2ccc(C)o2)CC(=O)N1 (stereo unspecified)	1	5	7	6	-38	5	-5	4	4.3	0
CCc1ccc2nc(N(CCN(C)C)C(=O)c3ccc4ncsc4c3)sc2c1	28*	26	0	3	-114	5	1	-133	0.8	-5
CN(C)c1ccnc2sc(C(N)=O)c(N)c12	10	5	-20	2	36	-2	20	4	0.1	-13
Cc1ccc(Nc2nc(N)nc(CSc3nncn3C)n2)cc1	-2	11	10	4	-59	6	6	-111	1.1	-1
N#Cc1c2ccc(O)cc2n2ccccc12	2	3	-50	2	1	-45	26	0	5.9	-11
